GSIS activator: primary screen for activators of insulin secretion dependent on glucose, INS-1E cells, GLuc reporter luminescence. 370,000 compounds, 0.61% hits. activation, % at 16.6 µM. INS-1E GLuc reporter insulin secretion, 2-3 h;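 active = lowest replicate activation of at least 40%, so every replicate reaches that level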;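 also: 0% = median of neutral control wells and 100% = median of IBMX positive control wells; some compounds called inactive have numbers as strong as hits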
LGR2 antag: Drosophila LGR2 receptor signaling inhibition | HEK293 LGR2, CRE-luciferase, bursicon-stimulated, 4 h | inhibition, % at 9.99 µM | 380,000 compounds, 0.35% hits | AID 720647;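 active = drop in luminescence signal, shown as inhibition above about 50% in the replicate tests, limit read from the data, passing the limit was not always enough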;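 also: agonist challenge used bursicon conditioned medium at about half maximal strength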
ARNT-TACC3 inh: disrupts binding between human ARNT and TACC3; Q9Y6A5; AlphaScreen His-ARNT PAS-B/GST-TACC3 binding, luminescence; TACC3 fragment carries E629A point mutation; inhibition, % at 9.99 µM; 390,000 compounds, 0.66% hits; AID 623870;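 active = mean inhibition of replicates at least 50% and at least half of replicates each reaching 50%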;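 also: 0% = complete ARNT plus TACC3 wells and 100% = ARNT alone without TACC3; many hits fall short of the cut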
Statin myotox sup: suppressors of simvastatin-induced myotoxicity in C2C12 myotubes; ATP luminescence, 48 h; scaled: DMSO 0, geranylgeraniol control 100; rescue of ATP level, % at 7.49 µM; 330,000 compounds, 0.78% hits;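 active = mean ATP rescue above about 67%, or every replicate alone reaching that limit, limit read from the data, passing the limit was not always enough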;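 also: myotubes were challenged with 10 µM simvastatin during compound exposure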
PAX8 reporter: inhibitors of PAX8 transcriptional activity in RMG-I cells; inhibition, % at 12.6 µM; RMG-I TPO-luciferase reporter, SteadyGlo, 24 h; 360,000 compounds, 1.2% hits;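 active = mean replicate inhibition at least 60% with every replicate also reaching 60%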;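 also: luciferase light reporting Pax8 driven TPO promoter activity; plate controls were median of neutral control wells for no effect and mitoxantrone controls for full effect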
Cneo AK release: causes C. neoformans cell lysis | adenylate kinase release luminescence, 4 h; normalised: neutral wells 0, clomiphene wells 100 | lysis activity, % at 15 µM | 360,000 compounds, 0.2% hits;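 active = mean lysis activity across replicates of at least 80%, whatever share of replicates individually reach that level; inactive = mean lysis activity below 80%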
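Assay system: Cryptococcus neoformans yeast cells / Dosing: single-point compound dose / Timing: 4 h at 37 °C static, read 1 h later / Measured by: luminescence of released adenylate kinase using an AK detection reagent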
PGC1a acetyl inh: modulators of PGC1a acetylation. U2OS PGC1a acetylation, AlphaScreen anti-acetyl-lysine; with virally co-expressed GCN5 acetyltransferase. inhibition, % at 15.6 µM. 350,000 compounds, 0.17% hits. AID 651687;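 active = every replicate shows inhibition of at least 40%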;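 also: 0% = neutral control wells and 100% = positive control wells; some results beyond the cut were filed as inactive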
PglD inh: PglD (C. jejuni) enzyme inhibition | AID 602405 | 360,000 compounds, 0.098% hits | purified PglD enzyme, DTNB colorimetric CoA detection | inhibition, % at 12.5 µM; in the data active = inhibition above about 16%, passing the limit was not always enough; also: strong numbers were not always called active
* = called active by the depositor; / = not tested or not shown.

A first look:
SMILES	GSIS activator	LGR2 antag	ARNT-TACC3 inh	Statin myotox sup	PAX8 reporter	Cneo AK release	PGC1a acetyl inh	PglD inh
COc1ccc(S(=O)(=O)N(C)C[C@H]2Oc3c(NC(=O)C4CCOCC4)cccc3C(=O)N([C@@H](C)CO)C[C@@H]2C)cc1	16.2	-1.2	/	-29.4	-8.9	-1.2	-8.7	1.8
COc1ccc(C#Cc2ccc([C@@H]3[C@H](CO)N4CCCCN(Cc5ccncc5)C[C@@H]34)cc2)cc1	7.0	-50.5	7.9	9.9	-55.9	49.6	4.5	5.8
C[C@@H]1CN([C@@H](C)CO)C(=O)c2cc(-c3ccc(C#N)cc3)cnc2O[C@@H]1CN(C)Cc1ccccn1	18.4	-0.3	/	9.1	/	-1.5	2.2	25.5
COc1ccc(-c2cnc3c(c2)C(=O)N([C@@H](C)CO)C[C@@H](C)[C@H](CN(C)C(=O)Cc2ccccn2)O3)cc1	-0.8	12.8	-0.8	-3.1	/	0.0	7.1	-0.8
CC1CCCN(c2nc3c(c(=O)n(C)c(=O)n3C)n2CCSc2nc3ccccc3o2)C1 (stereo unspecified)	/	/	-4.5	12.3	10.6	2.3	5.0	7.3
Cc1c(NC(=O)CCCCCN2C(=O)C3C4C=CC(C4)C3C2=O)c(=O)n(-c2ccccc2)n1C (stereo unspecified)	/	-11.1	-1.7	16.7	9.5	1.1	-9.9	1.1

The whole of this part, from the start:
SMILES	GSIS activator	LGR2 antag	ARNT-TACC3 inh	Statin myotox sup	PAX8 reporter	Cneo AK release	PGC1a acetyl inh	PglD inh
COc1ccc(S(=O)(=O)N(C)C[C@H]2Oc3c(NC(=O)C4CCOCC4)cccc3C(=O)N([C@@H](C)CO)C[C@@H]2C)cc1	16.2	-1.2	/	-29.4	-8.9	-1.2	-8.7	1.8
COc1ccc(C#Cc2ccc([C@@H]3[C@H](CO)N4CCCCN(Cc5ccncc5)C[C@@H]34)cc2)cc1	7.0	-50.5	7.9	9.9	-55.9	49.6	4.5	5.8
C[C@@H]1CN([C@@H](C)CO)C(=O)c2cc(-c3ccc(C#N)cc3)cnc2O[C@@H]1CN(C)Cc1ccccn1	18.4	-0.3	/	9.1	/	-1.5	2.2	25.5
COc1ccc(-c2cnc3c(c2)C(=O)N([C@@H](C)CO)C[C@@H](C)[C@H](CN(C)C(=O)Cc2ccccn2)O3)cc1	-0.8	12.8	-0.8	-3.1	/	0.0	7.1	-0.8
CC1CCCN(c2nc3c(c(=O)n(C)c(=O)n3C)n2CCSc2nc3ccccc3o2)C1 (stereo unspecified)	/	/	-4.5	12.3	10.6	2.3	5.0	7.3
Cc1c(NC(=O)CCCCCN2C(=O)C3C4C=CC(C4)C3C2=O)c(=O)n(-c2ccccc2)n1C (stereo unspecified)	/	-11.1	-1.7	16.7	9.5	1.1	-9.9	1.1
Cc1cccc(C(=O)NCC(=O)N2CCN(S(=O)(=O)/C=C/c3ccccc3)CC2)c1	-0.7	-0.7	8.3	-5.0	14.4	-0.9	-1.7	-0.4
CN1C(c2ccccc2)CC(=NO)CC1c1ccccc1 (stereo unspecified)	1.5	3.4	-2.9	-0.2	9.1	-1.0	4.0	-4.5
COc1ccc(Cl)cc1C(=O)O/N=C(\N)c1ccccn1	-5.2	-57.7	0.5	12.6	-33.4	-1.8	20.1	4.0
Cc1ccc(F)cc1CNC(=O)c1cc(COc2ccc3ncccc3c2)on1	-13.1	-19.2	0.8	/	4.2	/	11.8	/
COc1ccc(CC(=O)NNS(=O)(=O)c2ccc([N+](=O)[O-])cc2)cc1OC	-14.1	-1.6	-2.8	3.3	8.3	2.1	/	5.1
COc1ccc(C(O)c2ncc(-c3ccccc3C)[nH]2)cc1F (stereo unspecified)	/	/	/	14.1	0.9	-17.2	2.1	-9.9
c1ccc(CCCN2CCN(c3ccccc3)CC2)cc1	3.0	-16.9	2.0	29.2	-26.7	1.9	3.2	-1.8
Cc1c(/C(O)=C2/C(=O)C(=O)N(CCN3CCOCC3)C2c2cccnc2)cnn1-c1ccccc1 (stereo unspecified)	/	/	-3.1	-9.8	/	-1.6	10.4	6.2
Cc1nn(Cc2ccc(Cl)c(Cl)c2)c(C)c1NC(=O)c1cc(CC(C)C)on1	-12.6	3.7	-4.3	/	27.4	3.5	-3.2	0.7
COc1ccc(OC)c(C(=O)N(C[C@H]2CC[C@@H]([C@@H]3CC[C@H](CO)O3)O2)C(C(=O)NC(C)(C)C)c2ccc(-c3ccccc3)cc2)c1 (stereo partly specified)	-5.9	13.6	7.4	2.1	22.6	-0.9	/	-6.3
CCOCCCNC(=O)C(c1ccc(OC)cc1)N(Cc1ccc2c(c1)OCO2)C(=O)c1ccccc1O (stereo unspecified)	-22.9	-5.8	-3.1	12.0	21.5	-1.9	-7.1	3.2
C=CCN(CC=C)CCCOc1ccc(Br)cc1Cl	2.4	4.1	2.9	/	4.6	/	/	/
C[C@H](CO)N1C[C@H](C)[C@@H](CN(C)S(=O)(=O)c2ccc(Cl)cc2)Oc2c(NS(C)(=O)=O)cccc2C1=O	-1.8	-0.3	-5.5	-7.4	/	-7.8	-3.9	2.6
C/C=C/c1cnc2c(c1)C(=O)N([C@H](C)CO)C[C@H](C)[C@@H](CN(C)C(=O)c1cccnc1)O2	18.6	2.5	-6.8	12.2	/	-2.2	-9.2	0.2
CCSc1nc2c([nH]1)c(=O)n(C)c(=S)n2C	6.7	-14.5	8.9	6.5	-0.1	-0.4	-2.1	0.7
COc1ccc(CN(CCCN2CCOCC2)S(=O)(=O)N(C)C)cc1OC	/	/	-7.5	-4.9	/	1.0	4.3	2.5
COc1cc(/C=C2\CC/C(=C\c3cc(OC)c(OC)c(OC)c3)C2=O)cc(OC)c1OC	-2.0	23.4	3.1	/	4.8	/	/	/
COc1ccc(OC)c(C(C)NS(=O)(=O)c2cccs2)c1 (stereo unspecified)	2.3	-6.9	-4.1	-4.2	-12.3	-0.2	/	7.3
C[C@@H]1CCCCO[C@H](CN(C)C(=O)Nc2ccc(F)cc2)[C@@H](C)CN([C@H](C)CO)C(=O)c2cc(NC(=O)Nc3ccc4c(c3)OCO4)ccc2O1	-9.3	-9.2	-8.7	-25.7	-19.3	0.1	15.6	0.1

Arranged by number of heavy atoms (lowest first): 3 of the compounds above.
SMILES	GSIS activator	LGR2 antag	ARNT-TACC3 inh	Statin myotox sup	PAX8 reporter	Cneo AK release	PGC1a acetyl inh	PglD inh
CCSc1nc2c([nH]1)c(=O)n(C)c(=S)n2C	6.7	-14.5	8.9	6.5	-0.1	-0.4	-2.1	0.7
Cc1c(NC(=O)CCCCCN2C(=O)C3C4C=CC(C4)C3C2=O)c(=O)n(-c2ccccc2)n1C (stereo unspecified)	/	-11.1	-1.7	16.7	9.5	1.1	-9.9	1.1
COc1ccc(-c2cnc3c(c2)C(=O)N([C@@H](C)CO)C[C@@H](C)[C@H](CN(C)C(=O)Cc2ccccn2)O3)cc1	-0.8	12.8	-0.8	-3.1	/	0.0	7.1	-0.8

(listing goes on)
SMILES	GSIS activator	LGR2 antag	ARNT-TACC3 inh	Statin myotox sup	PAX8 reporter	Cneo AK release	PGC1a acetyl inh	PglD inh
COc1ccc(NC(=O)CS(=O)(=O)c2cn(CC(=O)N3CCOCC3)c3ccccc23)cc1OC	8.7	-2.3	3.7	5.9	3.9	4.9	/	-4.5
Cn1cnc(C(=O)N2CCc3ccccc3C2)c1C(=O)N1CCc2ccccc2C1	19.8	-1.4	-15.9	0.1	-6.1	0.2	0.9	8.8
COc1ccc(C(=O)NNC(=O)c2cccc(S(=O)(=O)N3CCOCC3)c2)cc1	/	-19.0	0.3	0.1	-13.7	-2.3	-4.6	-5.3
C[C@H](CO)N1C[C@H](C)[C@H](CN(C)C(=O)Nc2ccc(F)cc2)OCCCC[C@H](C)Oc2ccc(NC(=O)Nc3cccc4ccccc34)cc2C1=O	19.8	-8.0	-0.3	3.8	0.9	-4.7	-8.7	-0.1
COc1ccc(CNC(=O)C(c2ccco2)N(C(=O)c2snc(C(N)=O)c2N)c2ccccc2OC)cc1 (stereo unspecified)	4.5	15.6	-8.0	-2.7	13.3	1.4	/	-1.3
COc1ccc(C(=O)CCC(=O)Nc2cccnc2)c(OC)c1	8.5	3.3	/	-4.4	-2.9	1.3	5.3	-1.3
Cc1c(C(=O)O)sc2[nH]c(=O)n(Cc3ccccc3)c(=O)c12	-1.1	-1.0	-4.2	-7.6	3.5	-0.6	-7.6	-0.8
O=S(=O)(NCCc1ccncc1)c1ccc(S(=O)(=O)N2CCCCCC2)cc1	/	/	-3.4	-2.8	/	-3.0	-24.4	2.8
O=C(O)c1cccc(-n2c(/C=C/c3cccc([N+](=O)[O-])c3)nc3ccccc3c2=O)c1	-5.0	-9.9	11.9	-1.1	-3.8	-1.2	-6.5	-2.9
CNC[C@@H]1Oc2cc(C#Cc3cccnc3)ccc2S(=O)(=O)N([C@@H](C)CO)C[C@@H]1C	-3.1	-23.8	-0.7	-2.9	/	49.6	0.8	1.5
CC(=O)OCC(=O)C1(O)CCC2C3CC(C)C4=CC(=O)C=CC4(C)C3=CCC21C (stereo unspecified)	-14.5	3.1	-3.0	9.3	9.5	0.7	0.0	-0.1
COc1ccc(Cc2nnc(NC(=O)C3CCCO3)s2)cc1 (stereo unspecified)	/	/	-2.0	11.0	-28.8	-0.1	-13.3	-0.5
COc1ccc(N(CCC(=O)O)S(=O)(=O)c2ccc(C)c(C)c2)cc1	1.5	8.6	-6.4	4.5	5.6	-1.1	5.5	4.7
Cc1noc(C)c1S(=O)(=O)N1CCC(C(=O)Nc2ccc(Br)cc2)CC1	7.5	-6.2	-1.3	2.1	1.0	0.2	13.4	-3.6
CCOC(OCC)c1nc(N)[nH]c(=O)c1CCCCc1ccccc1	-3.5	6.2	-1.6	-2.6	13.4	1.7	5.9	2.6
C[C@H]1CCCCO[C@@H](CN(C)C)[C@@H](C)CN([C@@H](C)CO)C(=O)c2cc(NC(=O)NC3CCCCC3)ccc2O1	-1.4	-1.3	-6.9	26.1	1.8	1.2	12.1	2.5
COCCCNC(=O)C[C@H]1C[C@H](C(=O)N2CCOCC2)[C@@]2(C)c3[nH]c4cc(CCC(=O)N(C)C)ccc4c3CCN2C1=O	7.0	11.0	-1.8	15.5	4.8	12.5	/	-0.9
Cc1ccc(NC(=O)c2ccc(COc3ccccc3[N+](=O)[O-])o2)nc1	14.5	-21.8	9.4	12.1	-10.7	-0.5	3.8	-3.7
O=C(c1ccc(-n2cccc2)cc1)N1CCCCC1	-20.2	-14.4	3.0	/	-70.9	/	3.7	/
COC(=O)C[C@@H]1CC[C@H]2[C@@H](COC[C@@H](O)CN2S(=O)(=O)c2cn(C)cn2)O1	12.9	-28.6	-2.4	-7.1	8.2	-1.1	1.2	0.9
O=c1c2ccccc2nc(N/N=C/c2ccc(O)cc2)n1O	/	/	12.8	5.6	/	-3.7	6.0	-4.5
CC(=O)N1[C@H](C(=O)NCc2ccccc2Cl)[C@@H](CO)[C@@H]2Cn3c(ccc(-c4cncnc4)c3=O)[C@@H]21	6.8	-5.6	1.5	22.3	-6.5	50.3	/	2.0
CCOc1ccc(S(=O)(=O)N2CCN(C(=O)C3CSC4(C)CCC(=O)N34)CC2)cc1 (stereo unspecified)	2.4	1.7	-4.5	-3.0	-3.0	1.0	-10.9	0.0
COc1ccccc1C(=O)Nc1cccc(Oc2c(F)c(F)c(F)c(F)c2F)c1	1.5	5.0	-21.4	/	16.0	-0.6	10.8	4.7
CN(C)C(=O)c1cccc(-c2ccc([C@H]3[C@H]4CN(Cc5cccnc5)CCCCN4[C@H]3CO)cc2)c1	-4.6	-7.3	-0.3	/	-34.8	1.7	4.7	-3.4
Cc1nc(SC(C)C(=O)Nc2c(C)n(C)n(-c3ccccc3)c2=O)nc(C)c1C (stereo unspecified)	9.6	-14.5	-28.7	5.5	11.7	0.5	5.9	4.4
CCOC(=O)CCCCC(=O)c1[nH]c(=O)[nH]c1CN1CCOCC1	5.7	29.9	-4.6	-0.4	/	2.0	-5.0	2.1
C[C@H](O)C#Cc1ccc([C@@H]2[C@@H](CO)N3CCCCN(S(=O)(=O)Cc4ccccc4)C[C@@H]23)cc1	7.8	5.2	-2.7	-4.1	29.8	-1.1	5.2	7.5
